Compound activity: PubChem, The Scripps Research Institute Molecular Screening Center
PLC-gamma1 inh – blocks human PLC-gamma1 enzyme activity. purified PLC-gamma1, fluorogenic substrate, fluorescence. hit rate 0.84% among 370,000. P19174. AID 720700. inhibition, % at 12.2 µM; in the data active = inhibition above about 9.5%
ASAP1 GAP inh – inhibitors of human ASAP1 ArfGAP activity; Q9ULH1; ASAP1-stimulated ARF1 GTP hydrolysis, GDP FP detection; inhibition, % at 16.5 µM; hit rate 0.19% among 360,000; in the data active = inhibition above about 25%;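 also: 0% = vehicle with enzyme and substrate and 100% = no enzyme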
Target sequence (Q9ULH1 325-724 limits assumed): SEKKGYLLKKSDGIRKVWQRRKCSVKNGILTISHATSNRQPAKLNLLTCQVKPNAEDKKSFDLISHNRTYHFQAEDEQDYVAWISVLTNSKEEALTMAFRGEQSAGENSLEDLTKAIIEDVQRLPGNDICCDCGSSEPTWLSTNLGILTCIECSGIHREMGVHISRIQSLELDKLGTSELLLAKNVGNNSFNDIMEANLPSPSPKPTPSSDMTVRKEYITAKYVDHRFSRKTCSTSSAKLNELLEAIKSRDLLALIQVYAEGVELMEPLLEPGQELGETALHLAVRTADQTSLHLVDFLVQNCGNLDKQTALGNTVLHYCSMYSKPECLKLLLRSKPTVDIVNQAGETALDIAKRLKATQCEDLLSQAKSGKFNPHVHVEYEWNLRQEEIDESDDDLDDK
ADAM10 inh – ADAM10 inhibition, QFRET primary screen | hit rate 0.62% among 370,000 | recombinant ADAM10, EDANS/DABCYL FRET peptide cleavage, 3 h | inhibition, % at 7 µM | O14672 | AID 720582;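 active = inhibition above a per-campaign cutoff equal to the mean of compounds falling between control-based bounds plus 3 SD, cut at about 20% in these data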;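 also: 0% = DMSO wells while the 100% control is not disclosed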
proKLK7 act – activators of human kallikrein-7 zymogen. P49862. purified proKLK7, EDANS-DABCYL substrate fluorescence; 100% is mature enzyme control, 0% vehicle. activation, % at 7 µM. hit rate 0.9% among 370,000. AID 652039;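 active = activation above the mean of all tested compounds plus 3 SD, computed per campaign excluding outliers beyond control limits, cut at about 13% in these data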
Target sequence (P49862 whole entry, looked up): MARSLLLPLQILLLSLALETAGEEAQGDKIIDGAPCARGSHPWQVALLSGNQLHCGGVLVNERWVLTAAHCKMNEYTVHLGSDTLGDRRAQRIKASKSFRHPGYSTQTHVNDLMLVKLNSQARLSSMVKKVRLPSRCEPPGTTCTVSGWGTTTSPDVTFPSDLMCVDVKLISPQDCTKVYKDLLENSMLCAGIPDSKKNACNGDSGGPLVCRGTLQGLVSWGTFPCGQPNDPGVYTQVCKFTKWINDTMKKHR
ARFGAP1 inh – rat ARFGAP1 inhibition. Q62848. Arfgap1-stimulated ARF1 GTP hydrolysis, GDP FP detection. inhibition, % at 16.5 µM. hit rate 0.26% among 360,000;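 active = inhibition above a per-plate limit, mean inhibition of low control wells plus 3 SD, cut at about 25% in these data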;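 also: 0% = DMSO wells with enzyme and 100% = wells lacking Arfgap1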
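material = rat Arfgap1 catalytic domain, aa 1-136 | also added = human ARF1(Δ1-17)-GTP substrate | compound dosing = one concentration, 16.5 µM, DMSO 1.26% | times = GTP hydrolysis reaction 2 h at 25 °C | measured by = FP, GDP Alexa 633 tracer displaced from anti-GDP antibody, 620/688 nm | evaluation = percent inhibition of Arfgap1-stimulated GTP hydrolysis | replication = single well per compound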
Tn6 DDE FP – disrupts Tn6 cyclic peptide binding to fibrin D-Dimer-E complex; hit rate 0.21% among 370,000; AID 720509; Fibrin DD(E) TRITC-Tn6 fluorescence polarization displacement; P02675; inhibition, % at 8.3 µM;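 active = inhibition above a per-campaign cutoff: mean of compounds within control limits plus 3 SD, cut at about 15% in these data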;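 also: 0% = median of all compound wells on the plate and 100% = blocking peptide control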
TDP2 absorb – TDP2 (human) inhibition, absorbance primary screen | O95551 | recombinant TDP2, T5PNP hydrolysis, p-nitrophenol absorbance 415 nm | hit rate 0.34% among 370,000 | inhibition, % at 12.8 µM;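 active = inhibition above the mean of all tested compounds plus 3 SD, set per campaign, cut at about 25% in these data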;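 also: 0% = DMSO with enzyme and 100% = buffer with substrate but no TDP2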
Target sequence (O95551 whole entry, looked up): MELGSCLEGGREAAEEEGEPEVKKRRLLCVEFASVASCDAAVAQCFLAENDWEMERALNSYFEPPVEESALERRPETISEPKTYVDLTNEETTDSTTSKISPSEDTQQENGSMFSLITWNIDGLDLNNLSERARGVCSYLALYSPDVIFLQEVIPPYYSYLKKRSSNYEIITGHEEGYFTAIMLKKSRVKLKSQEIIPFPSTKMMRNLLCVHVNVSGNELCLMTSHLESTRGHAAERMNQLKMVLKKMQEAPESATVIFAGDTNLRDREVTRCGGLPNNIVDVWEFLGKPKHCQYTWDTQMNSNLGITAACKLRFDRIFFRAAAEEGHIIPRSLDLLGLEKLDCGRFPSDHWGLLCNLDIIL
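Test system: Human TDP2 enzyme | Reagent: 5 mM T5PNP | Compound dosing: 12.8 µM single point, 1% DMSO | Incubation: Enzyme reaction with compound for 2 h at 37 °C | Technique: p-Nitrophenol epi absorbance | Read-out: % inhibition relative to enzyme-containing and enzyme-free wells | Benchmarks: High control without enzyme, low control DMSO plus TDP2 | Replicates: Singlicate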
ADAM17 inh – ADAM17 inhibition, QFRET primary screen; P78536; hit rate 0.83% among 370,000; AID 720648; recombinant ADAM17, EDANS/DABCYL FRET peptide cleavage; inhibition, % at 6.95 µM;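 active = inhibition above the mean of compounds lying between control limits plus 3 SD, set per campaign, cut at about 8.5% in these data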;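 also: 0% = DMSO-only wells as the low control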
LEDGF integ inh – blocks HIV-1 LEDGF/p75-dependent DNA integration; TR-FRET IN-LEDGF/p75 DNA integration, Eu/Cy5; inhibition, % at 3.7 µM; hit rate 0.64% among 370,000;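 active = inhibition above the screen-wide mean plus 3 SD, cut at about 13% in these data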;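 also: signal is the Cy5 over europium emission ratio at 671 and 618 nm; 0% = plate median of compound wells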
DDE Tn7 FP inh – DD(E)-Tn7 binding inhibition, primary FP screen. AID 720508. inhibition, % at 8.3 µM. hit rate 0.13% among 370,000. FP displacement of FITC-Tn7 peptide from fibrin DD(E); 0% = median of compound wells per plate;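 active = inhibition above the mean of compounds falling within the control limits plus 3 SD of them, cut at about 14% in these data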;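 also: 0% = plate median of compound wells and 100% = 10 µM Aha-Tn7 peptide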
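Assay system: Human fibrin DD(E) protein | Medium: Tris buffer with calcium and detergent, pH 7.8 | Reagent: 0.1 µM fluorescent Tn7 | Compound dosing: Single point at 8.3 µM | Times: 10 min preincubation, 3 h with tracer, room temperature | Detection: Fluorescence polarization of the labelled Tn7 tracer | Controls: Aha-Tn7 high control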
An asterisk follows results filed as active; i = inactive; . = no result given; & = joins results of further samples.

SMILES	PLC-gamma1 inh	ASAP1 GAP inh	ADAM10 inh	proKLK7 act	ARFGAP1 inh	Tn6 DDE FP	TDP2 absorb	ADAM17 inh	LEDGF integ inh	DDE Tn7 FP inh
O=S(=O)(c1cccc(-n2cnnn2)c1)N1CCOCC1	-1	5	3	-0.2	6	-4	8	0	1	-1
CS(=O)(=O)N(CC(=O)NCc1ccncc1)Cc1ccc(Cl)cc1	8	3	6	-0.5	-4	0	-9	4	4	-10
COc1ccccc1/C(C)=N/NC(=O)c1nnn(-c2nonc2N)c1C(C)C	0	-5	4	0.2	0	-4	15	-4	-1	4
CCN(CC)S(=O)(=O)c1ccc(N2CCCCC2)c(NC(=O)c2ccncc2)c1	2	-2	0	-0.1	1	4	4	-4	-2	2
CC(C)c1ccc(N(C)C(=O)Cc2c(C(=O)O)n(C)c3ccccc23)cc1	-3	-4	-11	0.5	7	6	4	-7	1	-2
O=C(c1ccccc1)C1Oc2ccccc2C2CC(c3cccs3)=NN12 (stereo not drawn)	-11	-4	4	-0.5	5	6	0	-2	-2	11
CC(C)Oc1cccc(C(=O)Nc2ccccc2N2CCOCC2)c1	-4	5	0	-0.6	5	2	6	-4	0	1
COc1ccc(F)cc1C(=O)C1CCCN(C(=O)CCc2ccccn2)C1 (stereo not drawn)	-8	4	-42	0.3	-6	2	-19	-12	5	-7
Cc1nc2ccccn2c1-c1ccnc(=S)[nH]1	-26	-15	-12	-3.8	3	8	-1	-5	0	10
O=C(CCc1nnc(-c2ccc(-c3ccccc3)cc2)o1)N1CCCCC1	2	4	9	0.0	7	-3	-5	1	8	2
COC(=O)c1sc2cnccc2c1N	i	7	i	-3.9	-3	0	-14	i	4	-11
COC(=O)c1sc(NC(=O)COc2ccccc2OC)nc1C	1	4	1	0.5	-18	4	2	-4	0	8
CCC(=O)c1cc2c(cc1NC(=O)c1cccs1)OCCO2	-24	-11	-4	0.4	1	0	-11	-5	0	0
C=CCn1c(P(C)(=O)O)nc2ccccc21	-1&-4	12&-1	2&-3	0.6&-0.4	7&3	0&5	0&2	1&-3	1&1	-3&-2
Cc1ccc(S(=O)(=O)N2CCN(c3ncnc4sccc34)CC2)cc1C	-8	-2	-3	-0.9	-5	-1	4	-7	1	-1

Sorted by count of non-hydrogen atoms (largest number first): part of the list above
SMILES	PLC-gamma1 inh	ASAP1 GAP inh	ADAM10 inh	proKLK7 act	ARFGAP1 inh	Tn6 DDE FP	TDP2 absorb	ADAM17 inh	LEDGF integ inh	DDE Tn7 FP inh
O=C(CCc1nnc(-c2ccc(-c3ccccc3)cc2)o1)N1CCCCC1	2	4	9	0.0	7	-3	-5	1	8	2
O=C(c1ccccc1)C1Oc2ccccc2C2CC(c3cccs3)=NN12 (stereo not drawn)	-11	-4	4	-0.5	5	6	0	-2	-2	11
CC(C)Oc1cccc(C(=O)Nc2ccccc2N2CCOCC2)c1	-4	5	0	-0.6	5	2	6	-4	0	1
CS(=O)(=O)N(CC(=O)NCc1ccncc1)Cc1ccc(Cl)cc1	8	3	6	-0.5	-4	0	-9	4	4	-10
COC(=O)c1sc(NC(=O)COc2ccccc2OC)nc1C	1	4	1	0.5	-18	4	2	-4	0	8
Cc1nc2ccccn2c1-c1ccnc(=S)[nH]1	-26	-15	-12	-3.8	3	8	-1	-5	0	10
C=CCn1c(P(C)(=O)O)nc2ccccc21	-1&-4	12&-1	2&-3	0.6&-0.4	7&3	0&5	0&2	1&-3	1&1	-3&-2

The main list resumes with the two entries that preceded the break.
SMILES	PLC-gamma1 inh	ASAP1 GAP inh	ADAM10 inh	proKLK7 act	ARFGAP1 inh	Tn6 DDE FP	TDP2 absorb	ADAM17 inh	LEDGF integ inh	DDE Tn7 FP inh
C=CCn1c(P(C)(=O)O)nc2ccccc21	-1&-4	12&-1	2&-3	0.6&-0.4	7&3	0&5	0&2	1&-3	1&1	-3&-2
Cc1ccc(S(=O)(=O)N2CCN(c3ncnc4sccc34)CC2)cc1C	-8	-2	-3	-0.9	-5	-1	4	-7	1	-1
COC(=O)c1ccc(OC)c(CSc2nnc(COc3ccc(Cl)cc3)o2)c1	7	-3	0	0.0	5	-3	-7	1	1	-9
C=CCSc1nnc(NC(=O)CCNC(=O)c2ccco2)s1	0	11	-7	0.3	8	-5	-16	0	0	-6
O=C(NCCCCC(NC(=O)c1ccc([N+](=O)[O-])cc1)C(=O)O)c1ccc([N+](=O)[O-])cc1 (stereo not drawn)	1	-10	2	-0.6	1	3	4	-3	0	-1
COc1ccc(CNC(=O)C2CCC(=O)N(CCCN3CCCC3=O)C2)c(OC)c1 (stereo not drawn)	7	-15	2	0.5	2	-1	-22	3	3	-6
O=C(NCc1cccs1)c1cc2c(s1)-c1ccccc1OC2	i	4	i	-18	47*	-2	2	i	0	-4
Cc1ccc(CNC(=O)C2CCN(c3nnc(N4CCCC4=O)s3)CC2)cc1	1	8	-6	0.7	5	2	3	0	1	-5
CCN(CC)N=Nc1ccc(S(=O)(=O)N2CCSC2C(=O)O)cc1 (stereo not drawn)	2	-9	1	0.5	-12	6	3	2	-2	4
Cc1ccccc1NC(=O)CCS(=O)(=O)c1ccc(Br)cc1	2	-7	-7	-0.6	22	-3	3	-3	-2	4
NC(=O)CSc1nc2sc(-c3ccccc3)cc2c(=O)n1N	-2	11	-3	0.3	-23	-6	0	-2	-1	2
Cc1cc(C(=O)NNC(=O)/C=C/c2ccc(F)cc2)c(C)o1	4	10	-9	0.2	3	-1	3	-3	1	-2
COCCNC(=O)CS(=O)Cc1nc(-c2ccc(Cl)cc2)oc1C (stereo not drawn)	0	-7	-1	0.2	-17	3	6	-2	2	-1
CN(C)/C=N/NC(=O)c1ccccc1Cl	7	-3	6	0.0	-1	1	-6	0	3	-4
Cc1cc(-c2ccccc2)nc2[nH]n(-c3ccccc3)c(=O)c12	-21	6	7	-0.4	-1	-1	2	2	0	-7
COCCn1c(SCC(=O)N2CCCc3ccccc32)nc2c(c1=O)SC(C)C2 (stereo not drawn)	-2	-2	2	-0.1	-2	13	-1	1	-1	3
CCOc1ccc(-c2noc(CCC(=O)NC)n2)cc1OCC	-1	2	-7	0.1	-6	9	9	-3	-1	3
Cc1ccc(OCC(=O)Nc2ccc(O)c(-c3nc4ccccc4o3)c2)cc1	-75	5	6	-1.4	-8	2	2	1	0	11
CCOC(=O)c1cc2c(=O)n3ccccc3nc2n(Cc2ccco2)c1=NC(=O)c1ccccc1OCC	-411	12	i	11	-5	-2	12	i	8	0
CCOC(=O)C1=C[C@@H](C(C)C)N(S(=O)(=O)c2ccc(C)cc2)[C@H]1c1ccc(C(C)C)cc1	0	0	-16	-0.8	-3	4	0	-5	0	-7
Cc1ccc(-n2cccn2)c(CN2CCCC(CNC(=O)c3ccc(F)cc3)C2)c1 (stereo not drawn)	-4	3	-11	0.0	8	0	-5	-4	-8	5
COc1ccccc1N1CCN(C(=O)C2=CC=CN3CCS(=O)(=O)N=C23)CC1	0	2	-11	0.5	0	6	7	-4	-2	-7
COCCCNC(=O)COc1ccc(S(=O)(=O)NCc2ccccc2)cc1Cl	-3	1	-9	-0.4	-2	2	0	-6	3	-1
S=c1[nH]nc(Cn2c(-c3ccccn3)nc3ccccc32)n1-c1ccc2c(c1)OCCO2	0	-6	-2	-0.3	-7	-8	10	1	0	-8
CCOC(=O)c1nnn(-c2nc(N(C)C)nc(N(C)C)n2)c1C	1	5	3	-0.4	2	8	7	-4	-1	5
CCOC(=O)c1ccccc1NC(=O)CN1CCC(n2nnc3cc(C(F)(F)F)ccc32)CC1	-3	-12	3	-0.6	6	5	-5	-3	-6	-1
CC(C)C[C@@H]1COc2cccc(N3CCSCC3)c2S(=O)(=O)N1	3	-6	-11	-0.3	1	12	2	-3	-2	4
COc1ccccc1N1CCN(C(=S)NC(=O)/C=C/c2ccc(F)cc2)CC1	2	-2	-4	0.5	10	0	6	-1	-3	-4
CCCCSc1nc2c(=O)[nH][nH]c(=O)c2n1Cc1ccccc1	3	7	5	0.3	-1	0	11	-2	-2	-2
CCOC(=O)N1CCC2(CC1)NCCc1c2[nH]c2ccccc12	1	-11	-10	-0.6	4	2	4	-2	0	6
CCOc1cccc(CN2CCCC(C(=O)c3cc(Cl)ccc3OC)C2)c1O (stereo not drawn)	-5	-3	-7	0.1	3	-4	-6	-3	-2	-2
O=C(CSc1nn(-c2ccc(Cl)cc2)c(=S)s1)N1CCN(C(=O)c2ccco2)CC1	0	-5	5	0.1	5	5	8	0	-4	7
CC(=O)c1c(-c2ccc(Cl)cc2)c2ccccc2[nH]c1=O	-4	4	-9	-0.6	7	4	1	-3	-3	-4
O=C(NC1CCCCCC1)c1c(O)nc2sccn2c1=O	2	4	-3	-0.4	-9	-10	1	0	3	-6
Nn1c(SCC(=O)Nc2ccc(C(=O)O)cc2)nnc1-c1ccco1	2	.	-4	-0.1	.	10	-3	0	3	-4
Cc1cc(N2CCN(CC(C)(C)O)C[C@H]2C)ccc1N1CCN(CC(C)(C)O)[C@@H](C)C1	-1	-7	-7	-0.5	-16	3	-5	2	3	-6
COc1cc(NC(=O)CN(C)S(=O)(=O)c2ccc3c(c2)CCC(=O)N3)cc(OC)c1	0	-2	-4	0.3	2	7	0	-1	0	5
CCCCCCn1c(-c2ccco2)nc2oc3cc(OC)ccc3c(=O)c2c1=O	-10	-6	-20	-2.0	5	6	3	-6	4	-3
COC(=O)CNC(=O)C(Cc1c[nH]c2ccccc12)NC(=O)OC(C)(C)C (stereo not drawn)	0	-16	8	-0.3	13	-9	-4	-3	-2	-3
N#CC1(NC(=O)COC(=O)c2ccccc2SCC(=O)N2CCCC2)CCCCC1	0	4	1	-0.3	7	2	17	-5	3	-5
